Compound activity from PubChem.
IP6K1 inh = IP6K1 kinase inhibition; Q92551; IP6K1 kinase, ADP-Glo luminescence, 2 h; active compounds read low; activity change, % (series mostly up to about 58 µM); hit rate 0.81% among 140,000; AID 1645851; in the data active = activity change below about -25%
Target sequence (Q92551 whole entry, looked up): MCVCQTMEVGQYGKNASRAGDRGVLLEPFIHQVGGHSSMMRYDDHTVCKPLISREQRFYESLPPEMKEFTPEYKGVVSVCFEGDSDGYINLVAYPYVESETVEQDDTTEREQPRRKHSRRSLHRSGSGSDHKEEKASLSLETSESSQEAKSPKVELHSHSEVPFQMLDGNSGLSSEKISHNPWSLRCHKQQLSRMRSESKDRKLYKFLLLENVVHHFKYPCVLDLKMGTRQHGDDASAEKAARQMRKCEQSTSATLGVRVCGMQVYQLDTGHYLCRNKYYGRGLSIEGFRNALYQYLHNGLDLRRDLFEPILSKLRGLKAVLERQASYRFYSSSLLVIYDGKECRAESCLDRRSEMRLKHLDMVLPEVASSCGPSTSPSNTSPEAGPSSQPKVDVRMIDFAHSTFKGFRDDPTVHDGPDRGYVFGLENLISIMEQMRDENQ
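ADP-Glo luminescence measures ADP made by human IP6K1 during a 2 h RT reaction with ATP/IP6 (mix at 1.3 mM/130 uM); top library doses 57.5 and 19.1 uM final.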
GPT2 inh = GPT2 alanine aminotransferase inhibition | Potency, µM (highest dose often 57.7 µM), inactives show at the top dose activity change, negative = inhibition, actives largely listed as inhibitors | Recombinant GPT2, coupled pyruvate oxidase/HRP Amplex Red fluorescence | hit rate 0.25% among 100,000 | AID 1671188 | Q8TD30; also: potency is read from the fitted curve at half-maximal effect; nearly all actives have a fitted effect of over 60% in size; many of its hits are not listed in these tables
Target sequence (Q8TD30 whole entry, looked up): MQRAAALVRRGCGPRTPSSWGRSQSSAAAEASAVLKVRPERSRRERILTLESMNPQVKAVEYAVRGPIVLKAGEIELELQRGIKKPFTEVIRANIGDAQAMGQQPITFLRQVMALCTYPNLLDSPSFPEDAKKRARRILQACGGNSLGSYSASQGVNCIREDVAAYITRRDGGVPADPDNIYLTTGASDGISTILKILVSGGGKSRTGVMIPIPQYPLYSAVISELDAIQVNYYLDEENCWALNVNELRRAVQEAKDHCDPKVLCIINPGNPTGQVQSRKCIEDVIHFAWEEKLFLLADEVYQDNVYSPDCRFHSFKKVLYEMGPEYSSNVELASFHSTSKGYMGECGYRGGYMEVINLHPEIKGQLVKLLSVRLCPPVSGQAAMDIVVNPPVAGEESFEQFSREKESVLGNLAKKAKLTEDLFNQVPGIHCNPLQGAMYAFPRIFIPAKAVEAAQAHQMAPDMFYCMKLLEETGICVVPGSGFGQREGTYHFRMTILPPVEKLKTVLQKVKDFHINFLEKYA
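Inhibition is scored from Amplex Red fluorescence generated when pyruvate oxidase and HRP act on pyruvate released by GPT2. Reactions contain 10ng/uL enzyme, 250uM a-KG and 2mM L-alanine and run 30 min at room temperature.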
FLuc inh = Photinus pyralis luciferase inhibition. P08659. purified P. pyralis luciferase, luminescence, biochemical. Potency, µM (series often up to 115 µM), inactives show top-dose activity change, negative = inhibition, hits mostly inhibitors. hit rate 2.5% among 76,000; also: potency is read from the fitted curve at half-maximal effect; nearly all actives have a fitted effect of over 65% in size
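Purified 10nM P. pyralis luciferase with 10uM D-luciferin and 10uM ATP in 50mM Tris acetate pH 7.5, 10mM Mg acetate, 0.01% Tween-20, 0.05% BSA. qHTS titration; luminescence read by CCD imager.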
SNCA expr inh = SNCA gene expression inhibition. hit rate 0.17% among 140,000. Potency, µM (series often up to 57.2 µM), for the others: at the top dose activity change, negative = inhibition, hits mostly inhibitors. AID 1671194. HEK-293 SNCA-luciferase knock-in, luminescence, 24 h;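 also: potency is read from the fitted curve at half-maximal effect; plate controls were DMSO cells for no effect and cell-free wells for full effect; nearly all actives have a fitted effect of over 45% in size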
SNCA viab count = reduces viability of HEK-293 SNCA reporter cells. HEK-293-SNCA-luc viability, GF-AFC fluorescence, 24 h. Potency, µM (titrated, usually from 57.1 µM), for the others: at the highest dose activity change, negative = cytotoxicity, usual class: cytotoxic. hit rate 0.12% among 150,000. AID 1671193;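 also: potency is read from the fitted curve at half-maximal effect; 0% = DMSO-treated cells and -100% = medium-only wells without cells; nearly all actives have a fitted effect of over 30% in size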
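HEK-293-SNCA-luc cells (1500/well) plated 24 h, then exposed 24 h to a dilution series; GF-AFC added 30 min at 37C, fluorescence 405/540 nm; normalised to medium-only and DMSO wells, Hill fit.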
HEK cytotox = kills HEK 293 cells. AID 1345083. hit rate 6.6% among 94,000. Potency, µM (highest dose often 115 µM), for the others: top-dose activity change, negative = cytotoxicity, hits mostly inhibitors. HEK 293 viability, ATP luminescence (CellTiter-Glo), 48-72 h; also: potency is read from the fitted curve at half-maximal effect; nearly all actives have a fitted effect of over 60% in size
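ATP-coupled CellTiter-Glo luminescence served as viability read-out, recorded 10 min after reagent addition at room temperature. HEK 293 cells, 250 cells/well, had been incubated with pintool-transferred compound for 48 or 72 hr at 37 degree Celsius.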
NIH3T3 tox = cytotoxic compounds in NIH 3T3 cells | Potency, µM (doses to about 96.7 µM), without a hit: top-dose activity change, negative = cytotoxicity, most hits filed as inhibitors | NIH 3T3 viability, CellTiter-Glo ATP luminescence, 48-72 h | hit rate 4.3% among 94,000; also: potency is read from the fitted curve at half-maximal effect; nearly all actives have a fitted effect of over 55% in size
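NIH 3T3 cells at 400 cells/well received 23 nL of compound by pintool and were incubated 48 or 72 h at 37 °C. Viability was read as ATP-coupled CellTiter-Glo luminescence.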
The depositor's hits bear a star; i = inactive; u = inconclusive; x = not tested or not shown; [ ] = dose if it differs, or a comment. Unless noted, calls follow the shape of the dose curve; as a rule, active = well fitted curve in the direction sought with a large enough effect; inconclusive = small, poorly fitted or top-dose-only effect, or another doubt; inactive = no such curve, though single readings can be large; an effect the other way counts as inactive or inconclusive. Unless noted, % is scaled to controls: 0 for no effect and ±100 for the full control effect. Only part of the results is shown; count on the stated rates, not on these rows.

Values run as follows: IP6K1 inh, GPT2 inh, FLuc inh, SNCA expr inh, SNCA viab count, HEK cytotox, NIH3T3 tox
> CCCCCOc1ccccc1CN1C(=O)C(=O)c2cc(C)ccc21
  7.3, x, x, -7.7%, 0.0%, x, x
> CC(C)CC(=O)N1CCCCCC1c1nc(-c2ccncc2)no1 (stereo not given)
  7.0, 0.1%, 0.4%, 1.7%, -2.6%, u, -15.1%
> CC(C)(C)NC(=O)N1CCC2(CC1)C(=O)N(CC(=O)NCCc1ccccc1)CN2c1ccccc1
  -9.6, i, -1.7%, -12.4%, -14.7%, u, u
> Cc1cccc(N2CCN(C(=O)c3ccc4c(c3)N(C)C3CCCCN3C4=O)CC2)c1C (stereo not given)
  -15.1, i, -0.4%, u, -1.0%[12.5 µM], u, u
> COc1cccc(CCC(=O)N2[C@@H]3CC[C@H]2CC(NC(=O)c2ccncc2)C3)c1 (stereo not given in full)
  -3.3, -0.7%, 7.4%, -12.1%, 6.9%, -7.0%, 2.5%
> CN(CCNC(=O)C1CCN(C(=O)N2CC3CC(C2)[C@H]2CCCC(=O)N2C3)CC1)C1CCCCC1 (stereo not given in full)
  -6.2, -9.6%, -4.9%, -12.5%, -6.0%, 0.7%, -6.0%
> CC(C)c1ccc(NC(=O)C2(C)CCCCC(=O)N2)cc1 (stereo not given)
  15.2, 0.1%, 0.5%, 19.3%, 8.9%, 10.4%, i
> COc1cccc(-n2c(SCC(=O)Nc3ccc4c(c3)OCO4)nc3c([nH]c4ccccc43)c2=O)c1
  -10.5, x, x, -8.7%, -22.9%, x, x
> CC(C)(C)C(=O)N1CCc2nc(-c3ccc(Cl)cc3)nc(-c3ccccc3)c2C1
  2.5, u, -6.2%, 8.3%, 0.8%, u, u
> CNC(=O)CCn1ncc2cc(OC3CCc4cccc(-c5c(C)noc5C)c43)ccc21 (stereo not given)
  0.9, -24.0%[88.5 µM], -5.5%[172 µM], -0.1%[87.6 µM], -15.2%[87.6 µM], u, u
> CC(C)(C)c1ccc(C(=O)N2C[C@@H](CO)[C@H](c3ccccn3)C2)cc1
  22.2, -3.0%, -5.5%, 13.5%, -2.8%, u, -21.0%
> Cc1ccc(CN2CCCN(Cc3ccncc3)C(c3ccccc3)CC(=O)NCC2)o1 (stereo not given)
  8.5, 2.8%, -11.3%, 2.0%, 0.2%, u, u
> CCOc1cccc2sc(NC(=O)c3ccc(S(=O)(=O)N4CCCCC4C)cc3)nc12 (stereo not given)
  -0.8, x, x, u, -5.8%, x, x
> Cn1cc(CN2CCN(c3cnccn3)CC2)c(-c2ccc(C3CCCCC3)cc2)n1
  -1.0, -18.0%, 22.4µM*, 41.6%[activator], 0.7%, 25.1µM*, 79.4µM*
> CC(C)Oc1ccc(CNS(=O)(=O)c2cnc(N)nc2)cc1
  -14.4, x, x, 17.4%, -2.1%, x, x
> O=C(NCc1ccccc1)C1CCc2nnc(-c3cccc(C(F)(F)F)c3)n21 (stereo not given)
  12.0, i, x, -22.2%, 4.5%, -28.9%, -24.4%
> Cc1ccc(Nc2ccnc(N3CCCC3C(=O)NCC(F)F)n2)cc1 (stereo not given)
  11.0, i, x, -9.6%, -9.8%[12.5 µM], 39.8µM*, u
> Cc1ccc(-c2cc3c(=O)n(CCNC(=O)c4ccoc4)ccn3n2)c(C)c1
  0.1, i, u, 44.1%[activator], -17.8%, u, u
> COCCN1C(=O)Cc2ccccc2C1C(=O)NCc1ccc(N2CCCCC2)cc1 (stereo not given)
  16.9, 4.7%, 4.4%, 5.3%, 1.0%, -0.5%, i
> O=[N+]([O-])c1ccc(Nc2ccccc2-c2ccccc2)c2nonc12
  x, i, x, 21.3%, u, x, x
> Cn1ccnc1CN1C(=O)CO[C@H](c2ccc(NC(=O)CC(C)(C)C)cc2)[C@H]1CO
  -3.4, i, 10.4%[172 µM], -5.0%[87.6 µM], 1.3%[87.6 µM], -11.3%[172 µM], -6.2%[174 µM]
> COc1ccccc1-c1ccc(CN2CCC(NC(=O)c3ccncc3)C2)cc1 (stereo not given)
  24.3, i, x, 5.0%, 9.7%[12.5 µM], u, u
> O=[S+]([O-])(NC1CCN(c2nccc(Nc3ccccc3F)n2)CC1)c1ccccc1
  -2.0, u, x, -9.1%, -1.2%[12.5 µM], u, u
> Cc1ccc(C)c(C(=O)N2CCC(n3cnnc3C3CC3)CC2)c1
  -0.1, 0.0%, -4.1%, 1.1%, 7.0%, -0.3%, -2.1%
> O=C(NCC1CCCCO1)C1(Oc2ccc(Cl)cc2)CCNCC1 (stereo not given)
  -6.9, -4.9%, 2.5%, -12.5%, -22.2%, -17.2%, 3.5%
> CC(C)Oc1ccc(CNC(=O)c2ccccc2NC(=O)c2nsc3ccccc23)cc1
  -3.0, x, x, 9.3%, 3.5%, x, x
> COc1cc2c(cc1CNC(=O)Cn1nc(C)n(Cc3ccccc3)c1=O)CCC2
  4.4, i, -1.9%, -7.7%, -7.5%, u, u
> COCCCNC(=O)C1CCN(c2cc(C)nc3c(-c4ccc(Cl)cc4)c(C)nn23)CC1
  10.1, x, x, -1.4%, -10.0%, x, x
> Cn1c(=O)oc2cc(S(=O)(=O)CCC(=O)NCCc3ccc(Cl)cc3)ccc21
  46.7, x, x, u, 9.5%, x, x
> COCCOC1CCOC2(CCN(C(=O)c3nccc4ccccc34)CC2)C1 (stereo not given)
  -10.9, -8.5%, -14.4%, -13.3%, 11.1%[12.5 µM], 0.5%, -12.1%
> O=C(Cc1ccccn1)N1CCCC(C(=O)N2CCC(N3CCOCC3=O)CC2)C1 (stereo not given)
  16.8, -2.0%, x, 5.9%, -0.2%, 3.0%, -7.8%
> COC(=O)c1ccc(OC)c(Cn2c(=O)n(Cc3ccccc3)c(=O)c3c2c2cc(OC)ccc2n3C)c1
  -10.5, x, x, -0.4%, 0.6%, x, x
> CCC1CN(C(=O)NCc2ccc(C)cc2)c2cc(C)ccc2O1 (stereo not given)
  3.4, x, x, 7.2%, 11.3%, x, x
> CC(=O)N1CCN(C(=O)C[C@@H]2CCNC[C@@H]2Cc2cc(-c3ccccc3)on2)CC1
  7.8, i, 3.6%[172 µM], 9.1%[87.6 µM], 3.2%[87.6 µM], -6.0%[172 µM], 0.1%[138 µM]
> Cc1ccc(Nc2ccnc(N3CCN(C(=O)c4ccccc4Cl)CC3)n2)cc1
  -7.2, i, x, -17.6%, -5.0%, 39.8µM*, u
> Cc1nc(C)c(C(=O)N2CCC(c3nnc(Cn4ccnc4)n3C)CC2)o1
  4.5, i, -3.0%, 7.5%, 1.9%, -2.4%, 4.8%
> CCCCc1cc(C[C@H]2CNCC[C@H]2CC(=O)NCc2ccccc2)no1
  -1.0, 0.3%[88.5 µM], 3.9%[172 µM], u, 5.5%[87.6 µM], 70.8µM*, u
> O=C(CC1CCCN(c2cnn(CC3CC3)c(=O)c2)C1)N1CCOCC1 (stereo not given)
  13.8, i, -5.1%, 8.4%, 3.9%, -3.4%, -18.8%
> CCn1ccc(C(=O)N2CCC(n3c(C)cnc3C3CCC3)C2)n1 (stereo not given)
  9.5, -3.6%, x, 19.0%, 0.2%, 2.5%, -1.9%
> CCOc1ccc(CNC(=O)c2ccc(Sc3ccc(Cl)cc3)c(NC(C)=O)c2)cc1OC
  9.3, x, x, -18.1%, -4.6%, x, x
> O=C(Nc1ccc(SC(F)F)cc1)c1cc(-c2cccs2)on1
  3.6, x, x, -23.0%, -10.6%, x, x
> Cc1ccc(-n2c(=O)c3c(cnn3C)n(Cc3ccccc3F)c2=O)cc1
  -1.9, x, x, 0.4%, -0.8%, x, x
> CN1CCCCC12Cc1ccccc1CN(C(=O)c1ccccc1)C2 (stereo not given)
  -6.1, -6.0%, x, 5.4%, -3.6%, u, -22.3%
> CN1CCC(OC(c2ccccc2)c2ccccc2)CC1
  -11.8, i, x, -16.6%[25.6 µM], -19.0%[23.9 µM], x, x
> Cc1cccc(C)c1Nc1c(-c2ccccc2O)nc2ncccn12
  16.6, x, x, 9.1%, -9.1%, x, x
> CC1CCN(S(=O)(=O)c2cccc(C(=O)N(C)C3(C)CCS(=O)(=O)C3)c2)CC1 (stereo not given)
  -5.0, x, x, 29.1%, 6.4%, x, x
> O=C(c1nnc(COc2ccc(F)cc2F)n1-c1ccccc1)N1CCC[C@@H]1c1cccc(F)c1
  -13.9, -9.4%, 5.1%, -8.8%, -5.5%, u, u
> COc1ccc(N2CC(NC(=O)c3cccs3)CC2=O)cc1 (stereo not given)
  2.3, x, x, 10.4%, 6.8%, x, x
> O=C(NCc1ccco1)C1COC2(CCN(C(=O)c3cccs3)CC2)N1C(=O)c1ccccc1 (stereo not given)
  1.4, -5.6%, -5.5%, 1.2%, -6.3%, u, -24.2%
> Cc1cccc(C(=O)N2CCC(c3n[nH]c(=O)n3Cc3ccc(F)cc3)CC2)c1
  5.8, i, -1.6%, -8.0%, -11.5%, -1.7%, u
> CC(C)Nc1cc(N2CCN(Cc3ccccc3F)C(CCO)C2)ncn1 (stereo not given)
  -14.6, 2.5%, -4.1%, 12.9%, -1.6%, u, u
> O=C1NCCOCCCN(C(=O)Nc2ccc3c(c2)OCCO3)[C@H]2CCCC[C@@H]12
  13.4, i, 31.6µM*, 91.0%[activator], 1.9%, 3.2%, 2.3%
> COCCNC(=O)c1ccc2c(=O)n(CCc3ccccc3)c(SCC(=O)CC(=O)OC)nc2c1
  -25.0*, x, x, -20.2%, -3.1%, x, x
> CC(C)c1nc2c(c(-c3ccc(O)cc3)n1)CN(C(=O)c1ccccc1Cl)CC2
  -0.9, i, 1.8%, 1.4%, 6.2%, -17.6%, u
> CC(C)(C)CC(=O)N[C@H]1C[C@@H](Cc2cc(COc3ccccc3)on2)C1(C)C
  -3.5, 3.2%[88.5 µM], -8.9%[172 µM], u, u, u, u
> O=C(NCc1ccccc1Cl)C(=O)NCC(c1cccs1)S(=O)(=O)c1ccccc1 (stereo not given)
  10.6, x, x, -16.9%, 19.8%, x, x
> CCCCn1cc(S(=O)(=O)c2ccc(Cl)cc2)c(=O)c2cc(F)c(N3CCCC(C)C3)cc21 (stereo not given)
  11.7, x, x, -1.1%, 5.1%, x, x
> NC(=O)[C@@H]1CCCN1CC[C@H]1CN(C(=O)C2CCCC2)CC[C@H]1CC(=O)O
  -3.5, i, -3.1%[172 µM], -17.3%[87.6 µM], 1.0%[87.6 µM], 3.0%[172 µM], i
